Bioassay records (PubChem BioAssay)
PrPC TRFRET = cell surface PrPC inhibition, primary TR-FRET screen | P04156 | TR-FRET read-out | inhibition, % at 13.8 µM | 0.43% of 370,000 active; in the data active means inhibition above about 24%; further: 0% = median of the test wells and 100% = reference compound wells
PriA SSB inh = K. pneumoniae PriA-SSBct interaction inhibition; inhibition, % at 33 µM; AlphaScreen SSBct-PriA binding, biotinylated peptide; AID 1272365; 0.6% of 430,000 active; in the data active means inhibition mostly above about 37%, no sharp cut-off; inactive means mostly below about 20%;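 further: plate controls were negative control peptide for no effect and reference peptide for full effect; strong numbers were not always called active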
Vc quorum ag = inducers of Vibrio cholerae quorum light production without autoinducers. 0.16% of 350,000 active. activation, % at 18.7 µM. V. cholerae BH1578 lux reporter, luminescence, 6 h; in the data active means activation mostly above about 9.7%, no sharp cut-off; further: not every result past the cut was called active; inactives centre near 0; reference of the scale not given here
3CLpro inhibitor = SARS-CoV 3CLpro protease inhibition | P0C6X7 | recombinant SARS-CoV 3CLpro, quenched FRET peptide cleavage | inhibition, % at 6 µM | 0.14% of 290,000 active | AID 1706; in the data active means inhibition above about 12%
Rv3671c inh = inhibitors of M. tuberculosis serine protease Rv3671c; P9WHR9; inhibition, % at 5.96 µM; 0.048% of 320,000 active; in the data active means inhibition above about 38%;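 further: extracellular domain of Rv3671c used as enzyme; 0% = enzyme with DMSO and 100% = no enzyme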
Target sequence (P9WHR9 whole entry, looked up, the tested form may be a part): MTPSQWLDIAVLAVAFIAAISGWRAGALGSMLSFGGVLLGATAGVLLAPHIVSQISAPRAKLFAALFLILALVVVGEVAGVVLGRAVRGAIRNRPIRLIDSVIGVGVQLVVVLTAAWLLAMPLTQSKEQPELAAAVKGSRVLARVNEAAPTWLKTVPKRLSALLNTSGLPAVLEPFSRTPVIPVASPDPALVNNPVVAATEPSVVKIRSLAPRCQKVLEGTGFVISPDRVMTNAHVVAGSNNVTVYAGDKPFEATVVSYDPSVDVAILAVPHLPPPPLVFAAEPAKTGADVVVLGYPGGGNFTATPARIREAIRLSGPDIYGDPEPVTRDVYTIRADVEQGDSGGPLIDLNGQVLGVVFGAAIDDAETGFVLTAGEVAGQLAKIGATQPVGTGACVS
Y pestis TopoI = Y. pestis Topo-I inhibition via cleavage products; Y. pestis Topo-I cleavage product accumulation, plate reader; activity, % at 10 µM; 0.064% of 360,000 active; AID 504884; in the data active means activity above about 50%, passing the limit was not always enough; further: inactives centre near 2
CCHF vOTU inh = CCHFV vOTU protease inhibition. Pep-AMC fluorescence. inhibition, % at 11.5 µM. 0.55% of 370,000 active; in the data active means inhibition above about 30%; further: 0% = vehicle wells with enzyme and 100% = no enzyme wells
TcdB GH inh = blocks C. difficile toxin B glycohydrolase activity. TcdB glycohydrolase enzymatic assay, plate reader. inhibition, % at 9.99 µM. 0.24% of 350,000 active. AID 652162; in the data active means inhibition above about 10%
VHR inh abs = blocks human VHR1 dual specificity phosphatase | AID 1654 | P51452 | recombinant VHR phosphatase, pNPP absorbance | inhibition, % at 13.3 µM | 0.52% of 290,000 active; in the data active means inhibition above about 50%; further: some compounds called inactive have numbers as strong as hits
Target sequence (P51452 whole entry, looked up): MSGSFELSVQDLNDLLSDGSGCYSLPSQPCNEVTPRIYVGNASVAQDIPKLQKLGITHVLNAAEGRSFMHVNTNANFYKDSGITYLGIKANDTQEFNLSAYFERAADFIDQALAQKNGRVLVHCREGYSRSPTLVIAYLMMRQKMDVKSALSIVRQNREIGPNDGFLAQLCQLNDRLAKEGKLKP
MazEF act = increases E. coli MazEF RNase cleavage of RNA; P0AE70; 0.32% of 350,000 active; activation, % at 20 µM; FAM/BHQ RNA-DNA oligo cleavage fluorescence, 5 h; AID 504720; in the data active means activation above about 50%
Target sequence (P0AE70 whole entry, looked up): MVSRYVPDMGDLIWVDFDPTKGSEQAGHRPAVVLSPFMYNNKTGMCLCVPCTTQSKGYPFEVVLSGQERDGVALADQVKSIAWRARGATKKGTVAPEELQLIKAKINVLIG
Starred values were filed as active, the others as inactive; i = inactive; . = not tested or not shown; & = joins results of further samples.

SMILES	PrPC TRFRET	PriA SSB inh	Vc quorum ag	3CLpro inhibitor	Rv3671c inh	Y pestis TopoI	CCHF vOTU inh	TcdB GH inh	VHR inh abs	MazEF act
COc1cc(OC)cc(C(=O)Nc2cccc(C(C)=O)c2)c1	10.8	-14.9	i	-2.2	-0.2	2.0	1.9	.	-15.9	11.0
COc1ccc(CCNCc2sccc2C)cc1OC	0.1	-5.2	-0.4	4.2	-6.4	-0.9	2.0	1.5	12.3	3.9
O=C(Nc1ccc(O)cc1)c1ccc2c(c1)C(=O)N(Cc1ccccc1)C2=O	2.4	15.3	-0.2	-0.4	-6.7	3.2	4.3	0.0	22.9	4.6
COc1ccc(NC(=O)C2Cc3cccc(OC)c3O/C2=N\O)cc1 (stereo unspecified)	0.9	.	-0.5	-1.6	5.4	1.7	-12.2	1.1	7.2	3.3
COc1cccc(C2CC(=O)NC(SC)=C2C#N)c1 (stereo unspecified)	6.5	-20.1	-0.2	2.7	-3.9	-3.9	-5.8	-0.1	8.2	1.3
Cc1cc(C)n2cc(CSc3nnnn3C)nc2n1	-2.0	-4.0	-5.0	-3.0	-6.6	-4.5	-12.8	.	13.1	-0.8
CCOc1cc(CNc2ccc(CNc3ncn[nH]3)cc2)ccc1OCc1ccccc1	14.2	43.0*	-0.2	6.2	2.0	21.0	2.5	.	-7.2	-7.2
O=C(CSc1ccc(C(F)(F)F)cc1[N+](=O)[O-])NCCOc1ccccc1	8.1	1.6	-0.3	1.1	-6.9	-6.8	6.2	.	17.6	-1.0
Cc1[nH]c2ccccc2c1C1(O)C(=O)N(C(C)C)c2ccccc21 (stereo unspecified)	-2.0	8.7	i	5.3	-16.8	4.3	1.0	.	24.0	5.8
NC(=O)NC(Cc1ccccc1)C(=O)O (stereo unspecified)	1.7	-0.4	-0.2	1.5	-1.0	2.2	7.5	.	17.4	3.9
Cc1cccn2c(=O)c3cc(C(N)=S)c(=N)n(CCCN4CCOCC4)c3nc12	-18.6	29.8	-0.2	-0.5	-1.2	-7.0	-42.1	0.1	10.2	15.4
COc1ccc(C(=O)NCCN2CCOCC2)c(OC)c1	2.0	-13.3	i	2.0	9.2	-1.2	9.2	-0.1	6.9	-3.6
Cc1ccc(C)c(N2CCN(C(c3ccncc3)c3nnnn3Cc3ccccc3)CC2)c1 (stereo unspecified)	5.2	8.5	i	-2.5	-4.3	16.9	-12.7	.	28.4	2.2
C=CCNC(=O)CN(c1cccc(Br)c1)S(C)(=O)=O	0.4	-4.8	i	4.0	13.7	1.7	-3.6	.	-8.7	5.0
COc1cc(OC)cc(-c2sc3ccc(OC)cc3c2C#CCO)c1	-13.3	-28.6	-0.4	.	-27.6	7.1	8.2	1.2	.	-2.5

A stretch from further up, for reference:
SMILES	PrPC TRFRET	PriA SSB inh	Vc quorum ag	3CLpro inhibitor	Rv3671c inh	Y pestis TopoI	CCHF vOTU inh	TcdB GH inh	VHR inh abs	MazEF act
COc1cc(OC)cc(C(=O)Nc2cccc(C(C)=O)c2)c1	10.8	-14.9	i	-2.2	-0.2	2.0	1.9	.	-15.9	11.0
COc1ccc(CCNCc2sccc2C)cc1OC	0.1	-5.2	-0.4	4.2	-6.4	-0.9	2.0	1.5	12.3	3.9
O=C(Nc1ccc(O)cc1)c1ccc2c(c1)C(=O)N(Cc1ccccc1)C2=O	2.4	15.3	-0.2	-0.4	-6.7	3.2	4.3	0.0	22.9	4.6
COc1ccc(NC(=O)C2Cc3cccc(OC)c3O/C2=N\O)cc1 (stereo unspecified)	0.9	.	-0.5	-1.6	5.4	1.7	-12.2	1.1	7.2	3.3
COc1cccc(C2CC(=O)NC(SC)=C2C#N)c1 (stereo unspecified)	6.5	-20.1	-0.2	2.7	-3.9	-3.9	-5.8	-0.1	8.2	1.3
Cc1cc(C)n2cc(CSc3nnnn3C)nc2n1	-2.0	-4.0	-5.0	-3.0	-6.6	-4.5	-12.8	.	13.1	-0.8

(listing goes on)
SMILES	PrPC TRFRET	PriA SSB inh	Vc quorum ag	3CLpro inhibitor	Rv3671c inh	Y pestis TopoI	CCHF vOTU inh	TcdB GH inh	VHR inh abs	MazEF act
CCCCN(C(=O)C(C)Oc1cccc(Cl)c1)c1c(N)n(CCC)c(=O)[nH]c1=O (stereo unspecified)	2.0	-3.2	i	.	5.6	-8.5	-1.7	2.5	.	11.4
O=C(Nc1nnc(S(=O)(=O)N2CCCCCC2)s1)c1cccc(Br)c1	0.5	-5.0	.	-1.5	-1.4	-6.0	7.0	2.2	5.5	2.6
Cc1cccc(C)c1NC(=O)CSc1nnc(C)c(=O)[nH]1	-3.4	-8.8	-0.2	4.2	6.2	4.5	-7.7	0.2	9.8	4.5
CCOc1cccc(C(=O)Nc2cccc(C(C)=O)c2)c1	3.3	-15.0	-0.6	-4.5	-5.3	-0.9	-11.4	.	-1.2	8.1
C=CC[C@@H](CC(=O)NCCO)C(=O)N[C@H](C)COC(=O)[C@@H](CC=C)CC(=O)OC(C)(C)C	-2.7	-11.9	-1.0	.	2.4	-7.7	18.5	-3.1	.	-0.1
COc1cc(OC)c(/C=N/NC(=O)c2ccc(Cn3nc([N+](=O)[O-])cc3C)cc2)c(OC)c1	-4.8	i	.	3.1	-1.2	.	6.5	1.5	-2.8	12.1
CC(=O)N1CCC(C(=O)Nc2ccc(S(=O)(=O)NCCc3ccccc3)cc2)CC1	-4.2	-7.9	-3.8	0.6	1.2	4.6	3.1	-0.6	5.2	-5.0
O=C1NC(=O)C(Cc2ccccc2)(Cc2ccccc2)C(=O)N1Cc1ccccc1	16.3	-3.1	0.8	.	.	46.9	-2.3	0.0	.	-0.2
COc1cccc(CN2CCN(c3ccc(F)cc3)CC2)c1OC	-1.2	.	-0.7	.	.	-2.2	3.7	0.4	.	8.5
Cc1nc(-c2cc(-c3nc(-c4ccc(C(C)(C)C)cc4)no3)no2)cs1	3.9	-3.1	-0.7	-1.1	3.0	3.3	-4.4	2.1	13.1	0.7
COc1ccccc1/C=N/Nc1nc(C)c(C(C)=O)s1	-11.5	.	.	-5.9	2.3	0.6	6.5	0.8	.	-6.9
CC(C)CNS(=O)(=O)c1ccc(CCC(=O)NCc2cccnc2)cc1	5.9	-11.5	-0.4	0.1	6.9	-7.2	1.5	.	-9.4	2.8
Cc1c(C(=O)N2CC(C)OC(C)C2)oc2ccccc12 (stereo unspecified)	-3.1	1.2	1.4	-2.4	2.5	3.9	-17.4	.	12.1	-1.2
Cc1ccc(C)c(S(=O)(=O)N2CCN(C(C)C(=O)Nc3ccccc3-c3ccccc3)CC2)c1 (stereo unspecified)	5.8	-0.5	-0.4	-2.8	-12.6	44.1	10.7	0.6	2.6	3.7
C=CC[C@H](CC(=O)N(CCO)Cc1ccccc1)C(=O)NCCOC(=O)[C@@H](CC=C)CC(=O)OC(C)(C)C	1.9	-9.0	i	.	-4.2	27.7	9.9	-3.2	.	-10.6
CCOc1cc(/C=C2\CCC/C(=C\c3cc(Cl)c(O)c(OCC)c3)C2=O)cc(Cl)c1O	-8.0	-16.0	-4.2	5.9	-3.9	-5.0	0.0	.	25.5	-15.8
Cc1cc(-c2cc(C)c(N)c(C)c2)cc(C)c1N	-1.3	14.3	-0.1	.	.	-9.1	4.4	-112.7	.	10.7
CN(C(=O)Oc1ccc([N+](=O)[O-])cc1)c1ccccc1	-14.4	-5.6	-0.5	0.5	4.5	0.0	-19.3	.	1.7	2.6
CCN(CC)C1Oc2cc3c(cc2C(c2cc(OC)c(OC)c(OC)c2)C1C)OCO3 (stereo unspecified)	9.4	-12.5	.	.	.	5.9	-2.6	0.6	.	4.5
COc1ccc(C(CNC(=O)c2cc(S(=O)(=O)NCc3ccccc3)ccc2C)N2CCOCC2)cc1 (stereo unspecified)	7.8	6.1	-0.5	.	-1.8	12.8	-7.4	0.6	.	-0.4
CC1(C(=O)Nc2ccc3c(c2)OCO3)CCN1Cc1cccc2c1OCO2 (stereo unspecified)	4.1	.	i	.	.	19.8	7.1	1.5	.	.
O=C(NC1CC2CCC(C1)N2C(=O)NCc1ccccc1)C1CC1 (stereo unspecified)	2.6	-0.3	0.0	-1.1	-12.4	6.3	1.0	.	6.7	3.9
O=c1c(-c2ccccc2)c(O)c2ccccc2n1-c1ccccc1	6.1	8.6	-5.6	-2.9	-1.7	-2.9	14.7	3.4	-5.3	-0.1
CNC(=O)c1cc2cc(OC)ccc2n1CCN(C)C	-12.4	-10.0	-0.6	-5.1	2.0	-0.2	-6.1	.	10.5	-2.4
CCCCC(=O)Nc1ccc(C(=O)OC2CCCCC2)cc1	4.8	-22.5	i	-0.4	-6.9	-6.3	11.4	.	10.4	5.7
CC(C)c1ccc(S(=O)(=O)c2nnn3c2nc(NCC2CCCO2)c2ccccc23)cc1 (stereo unspecified)	.	1.6	i	0.2	-5.8	5.9	.	.	14.2	1.8
O=C(NNC(=O)c1cccnc1Cl)c1ccc(F)cc1	6.4	5.1	-0.4	1.8	-1.2	-3.4	-1.9	-1.5	4.7	-0.2
Cc1[nH]n(-c2ccccc2)c(=O)c1C=NC1CCCCC1	7.1	4.6	i	-0.5	-2.4	5.2	-1.9	1.1	31.3	8.1
CC1(C)CC(=O)C=C(NCCN2CCN(C(=O)Nc3ccc(Cl)c(Cl)c3)CC2)C1	1.4	-14.5	i	-0.9	-3.9	14.4	8.9	.	21.9	7.0
COc1cccc(/C(O)=C2/C(=O)C(=O)N(c3ccccn3)C2c2ccc(OC)c(OC)c2)c1 (stereo unspecified)	-3.2	.	-0.4	-4.0	0.7	0.1	1.6	.	16.4	5.6
C=CCn1c(-c2ccccc2)nc(=S)c2c1CC(C)(C)OC2	2.6	-5.4	-0.7	4.3	-9.1	-1.7	11.6	.	7.6	7.7
CCC(=O)Nc1nnc(SCc2cccc(F)c2)s1	0.9	-0.8	-0.2	3.2	0.4	6.3	4.6	0.2	15.1	-22.2
O=[N+]([O-])c1cnccc1Nc1ccccc1	-24.9	1.3	-0.4	-8.3	-11.6	-2.4	-10.4	.	11.9	3.6
Cc1cccc(-n2c(O)c(C=Nc3ccc(S(N)(=O)=O)cc3)c(=O)[nH]c2=O)c1	-5.0	-3.8	i	2.3	-9.4	-1.2	4.5	0.7	36.4	4.0
O=C(CCNS(=O)(=O)c1ccc(Br)cc1)NCC1CCCO1 (stereo unspecified)	11.1	-8.0	-1.3	.	4.0	2.7	10.8	-0.7	.	1.9
Cc1onc(-c2ccccc2)c1C(=O)Nc1ccc(Br)cc1Cl	-2.9	-4.0	-0.6	0.5	-14.5	0.7	0.4	3.1	10.5	7.4
CC(C)C(N)c1csc(Nc2ccc(C(=O)NCCCO)cn2)n1 (stereo unspecified)	-1.4	.	-0.1	.	.	-10.8	-1.0	0.6	.	.
Cc1cc(C)nc(SC2CCCCC2NS(=O)(=O)c2ccccc2)n1 (stereo unspecified)	-7.1	-23.5&17.0	-0.3	4.7	3.0	3.4	2.8	1.4	4.7	4.4
COc1ccc(-n2nc(C(=O)NCC(=O)Nc3cccc(C)n3)c3ccccc3c2=O)cc1	1.4	-9.6	-7.1	4.8	4.5	15.2	-6.0	.	13.3	29.1
CCc1ccc(N2CN(CCc3ccccc3)CNC2=S)cc1	3.6	-1.9	-0.4	1.2	5.0	14.1	-8.3	-3.4	-4.4	1.9
CC(C)N(Cc1nccn1C)C(=O)CC1C(=O)NCCN1Cc1ccccc1C(F)(F)F (stereo unspecified)	-2.6	5.9	-0.3	1.4	9.8	-11.6	-8.3	0.5	-9.5	4.2
COc1cc(-c2n[nH]c(=S)n2/N=C/c2cccn2C)cc(OC)c1OC	-4.7	.	-0.8	4.1	10.1	3.4	-8.9	11.4*	15.0	-3.9
COc1ccccc1NC(=O)COC(=O)c1ccc(S(=O)(=O)NCc2ccco2)cc1	3.0	-8.1	i	1.6	-3.5	2.2	-3.9	.	27.0	4.6
CCOc1ccc(OCC)c(NC(=O)CN2CCN(c3ccc(C)cc3C)CC2)c1	-4.3	7.2	i	-3.3	0.1	-2.9	0.7	.	17.8	-1.4
Cc1cccc(NS(=O)(=O)c2ccc3[nH]c(=O)cc(C(=O)O)c3c2)c1	14.2	2.0	3.2	1.0	-16.7	9.7	6.0	0.3	17.4	-0.4
Cc1cccc(NC(=S)NC2CCCC2)c1C	-4.4	0.3	2.3	1.3	4.0	-1.9	-0.2	0.2	-13.1	-5.1

An excerpt; the hit share may differ from the screen's.
